# High-throughput results (PubChem)
# Epigenetic reg = regulators of epigenetic silencing causing reporter derepression in mouse cells; actives 0.2% (n = 280,000); AID 1865; Potency, µM (series often up to 53.9 µM), inactives show top-dose GFP activation, hits mostly activators; murine LDR cells, GFP reporter derepression, 30 h; note: potency is the fitted concentration of half-maximal effect; % of control where 0% means no effect; nearly all actives have a fitted effect of over 60% in size
#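 Readout is the number of GFP-expressing murine LDR cells, counted by cytometry following washing. Cells were treated with compound for 30 h at 37 C; the stably integrated CMV-GFP locus is normally silent.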
# IMPase Li inh = cell-permeable IMPase inhibitors with lithium potentiation | Potency, µM (highest dose often 59.4 µM), without a hit: top-dose activity, negative = IMPase inhibition, actives largely listed as inhibitors | CHO-M1 cells, IP1 TR-FRET (IP-One), carbachol + lithium | actives 0.35% (n = 210,000);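 note: IP1 builds up when IMPase is blocked and the TR-FRET signal falls; potency is the fitted concentration of half-maximal effect; plate controls were basal vehicle for no effect and high inhibitor control for full effect; nearly all actives have a fitted effect of over 50% in size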
#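 Steps: plate 2000 CHO-M1 cells per well and culture 16–30 h; add compound and lithium; incubate 30 min, 37C; add d2-IP1 tracer and Eu cryptate anti-IP1 antibody in lysis buffer; read after 10 min at room temperature.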
# NPSR antagonist = blocks cAMP signaling of the human neuropeptide S receptor. Q6W5P4. CHO-NPSR cells, cAMP TR-FRET, antagonist mode. Potency, µM (top dose mostly 38.3 µM), for the others: at the top dose activity change, negative = inhibition, most hits filed as inhibitors. actives 1% (n = 220,000). AID 1461; note: potency is the fitted concentration of half-maximal effect; % is set by controls: 0 for no effect and ±100 for the full control effect; nearly all actives have a fitted effect of over 50% in size; many of its hits are not listed in these tables
# Target sequence (Q6W5P4 whole entry, looked up): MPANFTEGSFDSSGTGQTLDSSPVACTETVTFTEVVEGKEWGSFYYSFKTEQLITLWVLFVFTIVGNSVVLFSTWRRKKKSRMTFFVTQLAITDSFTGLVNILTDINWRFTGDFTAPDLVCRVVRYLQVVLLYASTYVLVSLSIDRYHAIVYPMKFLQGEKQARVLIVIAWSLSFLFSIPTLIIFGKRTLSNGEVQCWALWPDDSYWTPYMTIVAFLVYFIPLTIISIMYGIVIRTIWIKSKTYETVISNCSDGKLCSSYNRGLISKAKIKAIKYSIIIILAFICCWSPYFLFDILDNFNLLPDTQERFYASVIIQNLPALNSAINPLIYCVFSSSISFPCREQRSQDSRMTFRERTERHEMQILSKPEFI
# HTT aggregate = mutant huntingtin aggregation inhibition; PC12 HttQ103-GFP aggregates, Acumen cytometry, 40 h; actives 1.1% (n = 220,000); AID 1688; Potency, µM (highest dose often 46.1 µM), inactives show top-dose activity change, negative = inhibition, usual class: inhibitors; note: potency is the fitted concentration of half-maximal effect; % is set by controls: 0 for no effect and ±100 for the full control effect; nearly all actives have a fitted effect of over 60% in size
#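 Ecdysone-promoter PC12 model expressing HTT exon 1 Q103 fused to GFP, induced by tebufenozide at 100 nM final. Compounds titrated; aggregates sized 1–25 µm scored on a 488 nm laser cytometer.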
# CBFb-RUNX1 inh = inhibitors of human CBF-beta and RUNX1 interaction. 230,000 tested, under 10 active. AlphaScreen CBFb-His/RUNX1-biotin binding, biochemical. Q01196+Q13951. Potency, µM (top dose mostly 59.8 µM), for the others: top-dose activity, negative = inhibition, usual class: inhibitors; note: % of control where 0% means no effect
# Target sequence (Q01196 whole entry, looked up): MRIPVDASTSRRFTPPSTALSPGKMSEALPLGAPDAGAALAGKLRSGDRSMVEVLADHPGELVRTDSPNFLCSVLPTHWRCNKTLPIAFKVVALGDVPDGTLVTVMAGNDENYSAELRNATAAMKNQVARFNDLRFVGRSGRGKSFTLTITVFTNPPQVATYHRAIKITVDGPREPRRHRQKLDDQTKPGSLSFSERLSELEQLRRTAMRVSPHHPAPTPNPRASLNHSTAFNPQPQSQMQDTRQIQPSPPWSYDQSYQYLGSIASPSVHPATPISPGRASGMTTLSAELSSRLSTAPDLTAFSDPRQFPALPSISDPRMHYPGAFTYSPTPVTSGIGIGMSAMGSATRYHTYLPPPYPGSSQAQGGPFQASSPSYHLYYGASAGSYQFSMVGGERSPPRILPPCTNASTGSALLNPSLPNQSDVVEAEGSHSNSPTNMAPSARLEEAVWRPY
# Target sequence (Q13951 whole entry, looked up): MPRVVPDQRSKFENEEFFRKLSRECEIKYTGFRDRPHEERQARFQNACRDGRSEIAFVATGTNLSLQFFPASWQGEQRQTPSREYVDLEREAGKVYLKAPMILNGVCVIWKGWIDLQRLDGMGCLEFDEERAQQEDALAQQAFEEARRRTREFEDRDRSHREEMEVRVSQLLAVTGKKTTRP
#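 CBF-beta (His) and RUNX1 (biotin), 30 nM each; 20 min preassociation; + compound, 15 min; + beads 50 ng each (Ni, streptavidin), 90 min; RT; AlphaScreen read.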
# KinaseGlo FLuc = Kinase-Glo luciferase inhibition (counter-screen); Q27757; Kinase-Glo luciferase, ATP luminescence, 8 min; Potency, µM (top dose mostly 38.3 µM), inactives show at the highest dose activity change, negative = inhibition, most hits filed as inhibitors; actives 0.28% (n = 200,000); AID 1379; note: potency is the fitted concentration of half-maximal effect; % is set by controls: 0 for no effect and ±100 for the full control effect; nearly all actives have a fitted effect of over 60% in size
#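 Substrate mix (final 50 mM imidazole pH 7.2, 50 mM KCl, 7 mM MgCl2, 10 uM ATP, 0.01% Tween 20, 0.05% BSA) plus pin-tool compound, then Kinase-Glo detection mix; 8 min ambient, luminescence read.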
# Lamin A splicing = changes lamin A minigene splicing in HeLa cells. HeLa LMNA splicing GFP/RFP minigene ratio, 48 h. Potency, µM (series often up to 46.1 µM), for the others: at the highest dose ratio change, negative = inhibition, actives largely listed as inhibitors. actives 0.01% (n = 200,000); active = well fitted inhibition curve with a large enough effect in the signal ratio, with a control signal flat, not every such curve was filed as active; inconclusive = small, poorly fitted or top-dose-only effect, or effect the other way, or a change in a side signal; the % refers to the signal ratio; note: potency is the fitted concentration of half-maximal effect; % is set by controls: 0 for no effect and ±100 for the full control effect
#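 Read-out is the ratio of GFP to DsRed2 object intensity, acquired by 488 nm laser-scanning cytometry on HeLa lamin A-EGFP minigene reporter cells. Compound incubation 48 hrs at 37 °C in Opti-MEM with 2% FBS; DMSO 0.5% final.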
# Numbers without * were called inactive; ? = inconclusive; . = not tested or not shown; [ ] = another dose, or the depositor's remark. Unless noted, calls come from the whole dose curve; as a rule, active = well fitted curve in the direction sought with a large enough effect; inconclusive = small, poorly fitted or top-dose-only effect, or another doubt; inactive = no such curve, though single readings can be large; an effect the other way counts as inactive or inconclusive. Only part of the results is shown; count on the stated rates, not on these rows.
SMILES,Epigenetic reg,IMPase Li inh,NPSR antagonist,HTT aggregate,CBFb-RUNX1 inh,KinaseGlo FLuc,Lamin A splicing
O=C(Cc1ccccc1)NCC(=O)N/N=C/c1cccnc1,0.0%,.,11%,-16%[9.22 µM],7%,.,.
COc1ccc(NC(=O)CCSCCC(=O)Nc2ccc(OC)cc2OC)c(OC)c1,1.0%,-2%,10%,3%,-15%,1%,0%
CCOc1ccccc1C(=O)NCCC(=O)O,-0.4%,16%[38.3 µM],0%[46.1 µM],?,6%,-2%,5%
Cn1c(C(=O)N2CCN(Cc3ccccc3)CC2)cc2c(=O)n(C)c3ccccc3c21,-1.8%,17%[38.3 µM],-14%[46.1 µM],-1%,-4%,-4%,-11%
O=C(Nc1cccc(S(=O)(=O)Nc2ccccc2F)c1)c1ccc2ccccc2n1,-1.5%,16%,-32%,-14%,6%,0%,-9%[46 µM]
CN1C(=O)c2ccccc2N(C)C1c1ccc2c(c1)OCO2 (configuration not stated),-0.5%,-7%[38.3 µM],-8%[46.1 µM],2%,5%,-1%,?
Cc1ccc(C2(C(F)(F)F)NC(=O)N3N=C4CCCCCN4C3=C2C#N)cc1 (configuration not stated),1.1%,-3%,-6%,7%,10%,0%,?
Cc1ccc2c(c1)Sc1c(ccc3ccccc13)N2,?,.,4%,-14%[9.22 µM],-7%,.,.
CCN(CC)S(=O)(=O)c1cc([N+](=O)[O-])ccc1NNC(=O)Nc1ccc(F)cc1,0.1%,22%[38.3 µM],?,?,-7%,-3%,?
C=CCSC1=C(C#N)C(c2cc(Br)c(O)c(OC)c2)CC(=O)N1 (configuration not stated),-1.0%,27%[38.3 µM],-15%[46.1 µM],9%,-2%,-3%,-3%
Cc1cc(NC(=O)CCC(=O)N(c2ccccc2)C(C(=O)NC2CCCCC2)c2cccs2)no1 (configuration not stated),-2.1%,2%,-27%[46.1 µM],37%,0%,3%,-15%
O=c1[nH]c(SCc2ccccc2Cl)nc2c1CCC2,0.0%,11%[38.3 µM],26%[46.1 µM],-20%,-1%,0%,-9%
O=S(=O)(NCCc1cn2ccccc2n1)c1ccc(F)c(C(F)(F)F)c1,0.0%,2%,-7%[46.1 µM],-16%,-3%,3%,-4%
COc1ccc(C(=O)OCc2cc3cccc(C)c3[nH]c2=O)cc1,-7.1%,10µM*,-7%[46.1 µM],18%,-3%,1%,?
O=C(Nc1ccccc1)c1ccsc1,1.1%,-12%,13%,5%,0%,-19%,9%
Cc1cccc(N(C(=O)Cn2nnc3ccccc32)C(C(=O)NCc2ccco2)c2ccncc2)c1C (configuration not stated),1.9%,-8%[38.3 µM],-13%[46.1 µM],14%,-5%,2%,-1%
O=C(COC(=O)c1cccs1)NCC1CCCCC1,-0.2%,-9%,8%,1%,9%,-3%,8%[9.22 µM]
CCC1C(C#N)=C(N)OC2=C1C(=O)CC(C)(C)C2 (configuration not stated),2.0%,2%,5%[46.1 µM],-17%,3%,1%,1%
Cn1c(NCc2ccccc2O)nc2ccccc21,0.0%,1%[38.3 µM],-5%[46.1 µM],-4%,-2%,-3%,0%
Cc1occc1C(=O)N/N=C/c1c[nH]c2ccccc12,-2.1%,-5%[38.3 µM],-12%[46.1 µM],7%,3%,-6%,11%
C=C(C)COc1ccc(-c2nc(N)nc(C)c2Oc2ccccc2OC)c(O)c1,-0.7%,6%[38.3 µM],-28%[46.1 µM],-13%,-18%,-2%,?
COc1ccc(-n2c(N)c(C(=O)NCC3CCCO3)sc2=S)cc1 (configuration not stated),-1.1%,28%[38.3 µM],-11%[46.1 µM],-17%,-6%,2%,-2%
Cc1cccc(CNc2ccnc(-c3ccc(C(=O)N(C)C)cc3)n2)c1,0.3%,6%,.,.,.,-1%,?
COc1ccccc1NC(=S)NCCc1ccc(S(N)(=O)=O)cc1,0.2%,8%,-3%,5%[9.22 µM],7%,3%,.
Cc1cccc(CN2CCN(C(=O)CCl)CC2)c1,0.9%,.,11%[46.1 µM],?,10%,.,?
COc1ccccc1-n1c(SCC(=O)NC(C)(C)C)nnc1-c1ccco1,1.2%,4%,0%[46.1 µM],-7%,21%,6%,-13%
COc1ccc2[nH]c(=O)c(CN(C(=O)c3ccncc3)C(C)(C)C)cc2c1,-1.0%,-5%[38.3 µM],-5%[46.1 µM],-2%,8%,-2%,-5%
CCN(Cc1ccncc1)C(=S)Nc1ccccc1,2.4%,10%,22%,-33%,-3%,-2%,.
COc1ccc(C(=O)c2sc(NC(C)C)nc2N)cc1OC,-1.1%,-9%[38.3 µM],-14%[46.1 µM],0%,-2%,10%,?
CCN(CC)S(=O)(=O)c1cccc(-c2nnc(SCc3nc4ccccc4s3)o2)c1,3.2%,41%[activator][38.3 µM],?,?,7%,0%,?
COc1ccc(F)c(-c2nc(CN3CCC(c4ccccc4)CC3)c(C)o2)c1,-4.8%,13%,12%,?,-9%,-2%,.
CCOC(=O)N1CCN(C(=O)c2ccc(OC)c(S(=O)(=O)N3CCOCC3)c2)CC1,-2.6%,1%,11%,-1%,-7%,3%,?
CCOC(=O)c1c(NC(=O)Nc2ccc(Cl)cc2)sc(C)c1C,-0.9%,-13%[38.3 µM],-6%[46.1 µM],-6%,0%,0%,5%[0.0737 µM]
COc1cccc(NC(=O)Nc2cccc(C(=O)O)c2)c1,0.5%,-2%,2%,-15%[9.22 µM],3%,-11%,18%[46 µM]
CCCc1c(OCCCOc2ccc(OCC(=O)O)cc2)ccc(C(C)=O)c1O,-0.2%,17%,-9%[46.1 µM],.,-3%,2%,?
CC(C)N(C(=O)Cn1c(-c2ccccc2Cl)nc2ccccc21)c1ccccc1,-0.6%,11%,-3%,-6%,-15%,4%,-12%
OC1CCN(C(=S)Nc2ccc(Nc3ccccc3)cc2)CC1,-0.6%[10.1 µM],4%,-12%,-5%[9.22 µM],-13%,0%,?
Cn1c(=O)c2c(SCc3cccnc3)nc(C3CC3)nc2n(C)c1=O,-6.2%,10%[38.3 µM],-14%[46.1 µM],10%,-3%,-11%,7%
CC1CCN(CCOc2ccc(Cl)c(Cl)c2)CC1,-0.9%,15%,3%,8%,5%,0%,5%
CC(=O)Nc1ccc(S(=O)(=O)N2CCN(c3nc(NC4CCCC4)c4ccccc4n3)CC2)cc1,?,29%[38.3 µM],?,?,-4%,0%,?

# For convenience, some entries already given.
SMILES,Epigenetic reg,IMPase Li inh,NPSR antagonist,HTT aggregate,CBFb-RUNX1 inh,KinaseGlo FLuc,Lamin A splicing
COc1ccccc1-n1c(SCC(=O)NC(C)(C)C)nnc1-c1ccco1,1.2%,4%,0%[46.1 µM],-7%,21%,6%,-13%
COc1ccc2[nH]c(=O)c(CN(C(=O)c3ccncc3)C(C)(C)C)cc2c1,-1.0%,-5%[38.3 µM],-5%[46.1 µM],-2%,8%,-2%,-5%
CCN(Cc1ccncc1)C(=S)Nc1ccccc1,2.4%,10%,22%,-33%,-3%,-2%,.
COc1ccc(C(=O)c2sc(NC(C)C)nc2N)cc1OC,-1.1%,-9%[38.3 µM],-14%[46.1 µM],0%,-2%,10%,?
CCN(CC)S(=O)(=O)c1cccc(-c2nnc(SCc3nc4ccccc4s3)o2)c1,3.2%,41%[activator][38.3 µM],?,?,7%,0%,?
COc1ccc(F)c(-c2nc(CN3CCC(c4ccccc4)CC3)c(C)o2)c1,-4.8%,13%,12%,?,-9%,-2%,.
CCOC(=O)N1CCN(C(=O)c2ccc(OC)c(S(=O)(=O)N3CCOCC3)c2)CC1,-2.6%,1%,11%,-1%,-7%,3%,?
CCOC(=O)c1c(NC(=O)Nc2ccc(Cl)cc2)sc(C)c1C,-0.9%,-13%[38.3 µM],-6%[46.1 µM],-6%,0%,0%,5%[0.0737 µM]
COc1cccc(NC(=O)Nc2cccc(C(=O)O)c2)c1,0.5%,-2%,2%,-15%[9.22 µM],3%,-11%,18%[46 µM]
CCCc1c(OCCCOc2ccc(OCC(=O)O)cc2)ccc(C(C)=O)c1O,-0.2%,17%,-9%[46.1 µM],.,-3%,2%,?
CC(C)N(C(=O)Cn1c(-c2ccccc2Cl)nc2ccccc21)c1ccccc1,-0.6%,11%,-3%,-6%,-15%,4%,-12%
OC1CCN(C(=S)Nc2ccc(Nc3ccccc3)cc2)CC1,-0.6%[10.1 µM],4%,-12%,-5%[9.22 µM],-13%,0%,?
Cn1c(=O)c2c(SCc3cccnc3)nc(C3CC3)nc2n(C)c1=O,-6.2%,10%[38.3 µM],-14%[46.1 µM],10%,-3%,-11%,7%
CC1CCN(CCOc2ccc(Cl)c(Cl)c2)CC1,-0.9%,15%,3%,8%,5%,0%,5%
CC(=O)Nc1ccc(S(=O)(=O)N2CCN(c3nc(NC4CCCC4)c4ccccc4n3)CC2)cc1,?,29%[38.3 µM],?,?,-4%,0%,?

# (listing goes on)
SMILES,Epigenetic reg,IMPase Li inh,NPSR antagonist,HTT aggregate,CBFb-RUNX1 inh,KinaseGlo FLuc,Lamin A splicing
CC(=O)Nc1ccc(Nc2c3ccccc3nc3ccccc23)cc1,3.7%,17%,?,-18%[9.22 µM],-7%,-2%,?
CCOC(=O)c1csc(NC(=O)CCSc2ccccc2)n1,2.5%,1%,-15%,0%,6%,0%,?
Cc1nc2[nH]onc2c2nccc(=O)c12,0.0%,19%[38.3 µM],9%[46.1 µM],?,5%,2%,3%
C#Cc1cccc(NC(=O)CSc2nnc(-c3ccc(C(F)(F)F)cn3)o2)c1,-1.2%,.,15%,-5%[9.22 µM],-17%,.,.
NS(=O)(=O)c1ccc(NCc2cc(Cl)ccc2OCc2ccc(F)cc2)cc1,-1.9%,17%,-29%,-9%,?,-2%,?
CNCCCCOc1ccc(C(C)(C)C)cc1Cl,-1.4%,3%,13%,-4%,-5%,2%,-23%[46 µM]
Cc1ccccc1OCCNc1cc(N2CC(C)NC(C)C2)ccc1[N+](=O)[O-] (configuration not stated),-2.7%,6%,?,?,-24%,1%,.
COC(=O)c1[nH]c2cccc(OC)c2c1NC(=O)CCN1CCSCC1,1.1%,.,5%,12%[9.22 µM],8%,.,?
COC(CNC(=O)c1ccc2c(c1)nc(C)n2-c1cccc(F)c1)OC,2.1%,18%[38.3 µM],1%[46.1 µM],-15%[1.84 µM],9%,5%,12%
